Bioassay records: PubChem BioAssay, National Center for Advancing Translational Sciences (NCATS)
SW480 rereplic – DNA re-replication induction in SW480 cells; SW480 DNA re-replication, Hoechst DNA content imaging, 48 h; Potency, µM (highest dose often 46.1 µM), without a hit: top-dose re-replication activation, actives largely listed as activators; actives 1.8% (n = 340,000); note: potency is the fitted concentration of half-maximal effect; % of control where 0% means no effect; nearly all actives have a fitted effect of over 55% in size
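Image-based DNA-content assay: after two days of treatment, nuclei were labelled with the DNA dye Hoechst and imaged, and hits were compounds raising the count of nuclei showing high fluorescence intensity.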
HT1080 IDH1KD tx – kills HT-1080 cells with IDH1 knockdown; Potency, µM (titrated, usually from 46.1 µM), for the others: top-dose activity, negative = toxicity, most hits filed as cytotoxic; actives 2% (n = 360,000); HT-1080 IDH1 knockdown viability, ATP luminescence, 48 h;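 note: potency is the fitted concentration of half-maximal effect; 0% = DMSO wells and -100% = cell-free medium wells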
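CellTiter-Glo luminescence after 48 h compound exposure at 37 degrees C of IDH1-knockdown HT-1080 cells in 5% FBS RPMI. %Activity scaled between DMSO wells and cell-free media wells, with curves fitted and assigned curve classes.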
KB-V1 cytotox – KB-V1 MDR subline cytotoxicity; actives 3.4% (n = 400,000); AID 1347076; KB-V1 MDR cells viability, CellTiter-Glo, 72 h; Potency, µM (highest dose often 46.1 µM), for the others: at the top dose activity change, negative = cytotoxicity, actives largely listed as cytotoxic; note: potency is the fitted concentration of half-maximal effect; % is set by controls: 0 for no effect and ±100 for the full control effect; nearly all actives have a fitted effect of over 60% in size
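Compound-treated KB-V1 multidrug-resistant cells, 72 h, 37 degrees C; viability by CellTiter-Glo. Fitted qHTS curves give the values.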
KB-3-1 cytotox – kills parental KB-3-1 adenocarcinoma cells; KB-3-1 viability, CellTiter-Glo ATP luminescence, 72 h; Potency, µM (series often up to 46.1 µM), for inactives: at the highest dose activity change, negative = cytotoxic, actives largely listed as cytotoxic; actives 1.4% (n = 400,000); note: potency is the fitted concentration of half-maximal effect; % is set by controls: 0 for no effect and ±100 for the full control effect; nearly all actives have a fitted effect of over 60% in size
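Multi-concentration cytotoxicity screen in KB-3-1 cells grown in DMEM lacking phenol red with 10% FBS. After 72 h at 37 °C with compound, ATP-dependent luminescence was recorded.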
WRN inhibitor – inhibitors of human WRN helicase; WRN helicase unwinding, fluorescent forked duplex, kinetic; Potency, µM (highest dose often 114 µM), without a hit: at the top dose activity change, negative = inhibition, actives largely listed as inhibitors; actives 0.46% (n = 360,000); AID 651768; note: potency is the fitted concentration of half-maximal effect; % is set by controls: 0 for no effect and ±100 for the full control effect; nearly all actives have a fitted effect of over 55% in size
Target sequence (Q14191 whole entry, looked up): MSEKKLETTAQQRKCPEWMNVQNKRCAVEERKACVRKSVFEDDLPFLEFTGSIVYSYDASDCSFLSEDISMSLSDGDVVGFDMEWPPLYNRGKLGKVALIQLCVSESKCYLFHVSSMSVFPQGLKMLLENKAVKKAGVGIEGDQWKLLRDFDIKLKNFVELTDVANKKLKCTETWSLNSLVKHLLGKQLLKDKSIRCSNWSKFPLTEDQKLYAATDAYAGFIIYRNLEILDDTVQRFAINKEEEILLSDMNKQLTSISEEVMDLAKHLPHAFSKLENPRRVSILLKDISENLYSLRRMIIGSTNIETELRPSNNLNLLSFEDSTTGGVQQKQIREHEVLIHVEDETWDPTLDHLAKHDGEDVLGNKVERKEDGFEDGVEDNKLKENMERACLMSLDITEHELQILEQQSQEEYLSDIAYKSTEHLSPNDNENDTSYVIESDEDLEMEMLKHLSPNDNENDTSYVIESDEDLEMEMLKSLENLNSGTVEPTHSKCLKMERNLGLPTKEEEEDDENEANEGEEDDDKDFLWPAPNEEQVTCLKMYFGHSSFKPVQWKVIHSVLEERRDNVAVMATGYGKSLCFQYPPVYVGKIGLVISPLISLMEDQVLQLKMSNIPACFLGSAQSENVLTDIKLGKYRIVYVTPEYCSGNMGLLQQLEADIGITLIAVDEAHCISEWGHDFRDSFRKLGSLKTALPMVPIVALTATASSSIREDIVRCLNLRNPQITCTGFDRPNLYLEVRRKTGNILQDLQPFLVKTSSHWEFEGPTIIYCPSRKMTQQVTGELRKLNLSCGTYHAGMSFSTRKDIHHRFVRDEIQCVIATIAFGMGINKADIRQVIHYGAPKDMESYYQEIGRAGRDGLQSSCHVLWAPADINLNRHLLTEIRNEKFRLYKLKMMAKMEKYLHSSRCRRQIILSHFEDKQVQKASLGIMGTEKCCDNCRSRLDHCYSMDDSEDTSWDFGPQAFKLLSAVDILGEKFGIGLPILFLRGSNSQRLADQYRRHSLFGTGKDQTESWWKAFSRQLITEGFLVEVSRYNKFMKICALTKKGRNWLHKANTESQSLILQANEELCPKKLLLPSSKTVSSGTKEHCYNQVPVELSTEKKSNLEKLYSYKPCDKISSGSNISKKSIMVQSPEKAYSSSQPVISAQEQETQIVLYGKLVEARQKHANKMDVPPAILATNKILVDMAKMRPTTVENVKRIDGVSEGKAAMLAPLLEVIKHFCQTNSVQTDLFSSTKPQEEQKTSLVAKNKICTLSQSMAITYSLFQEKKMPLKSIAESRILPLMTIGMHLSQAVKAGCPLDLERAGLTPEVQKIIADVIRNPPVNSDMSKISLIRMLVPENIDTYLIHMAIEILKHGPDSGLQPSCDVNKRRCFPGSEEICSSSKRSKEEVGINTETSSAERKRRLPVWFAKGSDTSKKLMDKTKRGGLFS
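Kinetic fluorescence helicase assay: unwinding of a quenched forked DNA duplex (100 nM final) with 2 mM ATP final raises red fluorescence (525/598 nm). Compounds sat 15 min at room temperature with 20 nM WRN beforehand.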
HT1080NT lethal – kills 2HG-producing HT-1080-NT fibrosarcoma cells; HT-1080-NT fibrosarcoma viability, CellTiter-Glo ATP luminescence, 48 h; Potency, µM (top dose mostly 46.1 µM), for the others: at the top dose activity, negative = less viability, most hits filed as cytotoxic; actives 1.6% (n = 360,000); AID 686970;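 note: NT is the 2HG producing partner of a matched IDH1 knockdown line; potency is the fitted concentration of half-maximal effect; 0% = DMSO-treated cells and -100% = media-only wells without cells; nearly all actives have a fitted effect of over 55% in size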
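HT-1080-NT; 750 cells/well; 5% FBS RPMI; 48 h compound, 37 degrees C; CellTiter-Glo luminescence; curve fitting and curve-class assignment.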
IL1B secr inh – blocks inflammasome-driven IL-1 beta release; THP-1 LPS/ATP IL-1B secretion, AlphaLISA, 16 h; stronger effect = lower value; activity change, % at 57.5 µM; actives 4.7% (n = 360,000); AID 743279; in the data active = activity change below about -50%; inconclusive = mostly about -30% to -49%; note: % is set by controls: 0 for no effect and ±100 for the full control effect
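THP-1 cells pretreated 1 hr with compounds (up to 57.5 uM final), then stimulated with LPS (250 ng/mL final) plus ATP (1.25 mM final); secreted IL-1B measured by AlphaLISA after 16 hr, decreased signal indicating inhibition.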
ATXN2 expr inh – ATXN2 expression inhibition. HEK-293 ATXN2-luciferase reporter, luminescence, 24 h. Potency, µM (highest dose often 57 µM), for inactives: top-dose activity change, negative = inhibition, usual class: inhibitors. actives 0.72% (n = 360,000); note: potency is the fitted concentration of half-maximal effect; % is set by controls: 0 for no effect and ±100 for the full control effect; nearly all actives have a fitted effect of over 55% in size
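ATXN2-luciferase reporter cells (luciferase flanked by upstream and downstream ATXN2 gene portions) were treated 24 h at 37 °C with compounds at up to 57 uM. SteadyGlo luminescence gave expression; GF-AFC fluorescence gave viability.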
MCF10A rereplic – DNA re-replication induction in MCF 10a cells | AID 624296 | MCF 10A DNA re-replication, Hoechst nuclear intensity, 48 h | Potency, µM (highest dose often 46.1 µM), for inactives: top-dose activity, positive = re-replication, actives largely listed as activators | actives 2.9% (n = 350,000); note: potency is the fitted concentration of half-maximal effect; % of control where 0% means no effect; nearly all actives have a fitted effect of over 50% in size
* marks the source's active call; other numbers are inactive results; [ ] = another dose, or the depositor's remark. Unless noted, calls come from the whole dose curve; as a rule, active = well fitted curve in the direction sought with a large enough effect; inconclusive = small, poorly fitted or top-dose-only effect, or another doubt; inactive = no such curve, though single readings can be large; an effect the other way counts as inactive or inconclusive.

`CN(C)c1nnnn1-c1ccc(OC(F)(F)F)cc1` gave SW480 rereplic inconclusive, HT1080 IDH1KD tx 0%, KB-V1 cytotox -2%, KB-3-1 cytotox 2%, WRN inhibitor -14%, HT1080NT lethal 5%, IL1B secr inh 0, ATXN2 expr inh -24% and MCF10A rereplic 0%.
`CCOc1ccc(NC(=O)CCC(=O)NNC(=O)Nc2ccc(Cl)cc2)cc1` gave SW480 rereplic 2%, HT1080 IDH1KD tx 0%, KB-V1 cytotox 8%, KB-3-1 cytotox -2%, WRN inhibitor -1%[57.1 µM], HT1080NT lethal 8%, IL1B secr inh -1, ATXN2 expr inh 19% and MCF10A rereplic 8%.
Screening C/C=C/c1ccc(OCC(=O)OCC(=O)Nc2c(C)nn(-c3ccccc3)c2C)c(OC)c1 returned SW480 rereplic -9%, HT1080 IDH1KD tx 1%, KB-V1 cytotox 5%, KB-3-1 cytotox 3%, WRN inhibitor 10%, HT1080NT lethal 4%, IL1B secr inh 12, ATXN2 expr inh 0% and MCF10A rereplic 1%.
For Cc1cccc(NC(=O)Cn2ccn(-c3ccc4c(c3)OCCO4)c(=O)c2=O)c1 the results were SW480 rereplic -3%, HT1080 IDH1KD tx 5%, KB-V1 cytotox inconclusive, KB-3-1 cytotox 0%, WRN inhibitor -1%, HT1080NT lethal 7%, IL1B secr inh 2, ATXN2 expr inh 5% and MCF10A rereplic 3%.
COc1ccc(C(=O)NCCN2CCCC2)cc1 was read as SW480 rereplic -8%, HT1080 IDH1KD tx 4%, KB-V1 cytotox 0%, KB-3-1 cytotox 4%, WRN inhibitor 2%, HT1080NT lethal 6%, IL1B secr inh -9, ATXN2 expr inh -5% and MCF10A rereplic 1%.
For CC(=O)c1ccc(NC(=O)c2onc(C)c2Cl)cc1 the results were SW480 rereplic -14%, HT1080 IDH1KD tx 3%, KB-V1 cytotox 1%, KB-3-1 cytotox 14%, WRN inhibitor -2%, HT1080NT lethal 7%, IL1B secr inh 23, ATXN2 expr inh -3% and MCF10A rereplic -3%.
CC1CN(c2nc3c(c(=O)n(C)c(=O)n3C)n2Cc2c(F)cccc2Cl)CC(C)O1 (stereo not drawn) was read as SW480 rereplic 3%, HT1080 IDH1KD tx 5%, KB-V1 cytotox 2%, KB-3-1 cytotox 12%, WRN inhibitor 8%, HT1080NT lethal 2%, IL1B secr inh -22, ATXN2 expr inh 0% and MCF10A rereplic 5%.
`COC(=O)CCC(=O)OC1(C)C(=O)C2=CN(Cc3ccc4c(c3)OCO4)C(c3ccc(OC)cc3)=CC2=C(Br)C1=O` (stereo not drawn) gave SW480 rereplic 2%, HT1080 IDH1KD tx -24%, KB-V1 cytotox 0%, KB-3-1 cytotox -6%, WRN inhibitor -3%, HT1080NT lethal -12%, IL1B secr inh 21, ATXN2 expr inh -7% and MCF10A rereplic -1%.
Screening COc1ccc(C(O)P(=O)(OC2CCCCC2)c2ccc(N(C)C)cc2)cc1OC (stereo not drawn) returned SW480 rereplic -1%, HT1080 IDH1KD tx 8%, KB-V1 cytotox -2%, KB-3-1 cytotox 0%, WRN inhibitor -3%, HT1080NT lethal 2%, IL1B secr inh -1, ATXN2 expr inh 5% and MCF10A rereplic -1%.
Screening COc1ccc([C@@H]2C(C#N)=C(N)S[C@@H](c3ccccc3)[C@@H]2[N+](=O)[O-])cc1 returned SW480 rereplic -3%, HT1080 IDH1KD tx -3%, KB-V1 cytotox -6%, KB-3-1 cytotox -3%, WRN inhibitor -28%, HT1080NT lethal -4%, IL1B secr inh 0, ATXN2 expr inh -13% and MCF10A rereplic 5%.

Structures above containing four or more nitrogen atoms:
`CN(C)c1nnnn1-c1ccc(OC(F)(F)F)cc1` gave SW480 rereplic inconclusive, HT1080 IDH1KD tx 0%, KB-V1 cytotox -2%, KB-3-1 cytotox 2%, WRN inhibitor -14%, HT1080NT lethal 5%, IL1B secr inh 0, ATXN2 expr inh -24% and MCF10A rereplic 0%.
`CCOc1ccc(NC(=O)CCC(=O)NNC(=O)Nc2ccc(Cl)cc2)cc1` gave SW480 rereplic 2%, HT1080 IDH1KD tx 0%, KB-V1 cytotox 8%, KB-3-1 cytotox -2%, WRN inhibitor -1%[57.1 µM], HT1080NT lethal 8%, IL1B secr inh -1, ATXN2 expr inh 19% and MCF10A rereplic 8%.
CC1CN(c2nc3c(c(=O)n(C)c(=O)n3C)n2Cc2c(F)cccc2Cl)CC(C)O1 (stereo not drawn) was read as SW480 rereplic 3%, HT1080 IDH1KD tx 5%, KB-V1 cytotox 2%, KB-3-1 cytotox 12%, WRN inhibitor 8%, HT1080NT lethal 2%, IL1B secr inh -22, ATXN2 expr inh 0% and MCF10A rereplic 5%.

Additional results.
`CC(C(=O)Nc1ncc2c(n1)CC(C)(C)CC2=O)N1C(=O)c2ccccc2C1=O` (stereo not drawn) gave SW480 rereplic -9%, HT1080 IDH1KD tx 2%, KB-V1 cytotox 11%, KB-3-1 cytotox 0%, WRN inhibitor 5%, HT1080NT lethal 0%, IL1B secr inh 10, ATXN2 expr inh 7% and MCF10A rereplic -3%.
`Cc1ccc(CSc2ccc(S(=O)(=O)N3CCOCC3)cn2)cc1` gave SW480 rereplic -10%, HT1080 IDH1KD tx 1%, KB-V1 cytotox 0%, KB-3-1 cytotox -2%, WRN inhibitor -3%, HT1080NT lethal 4%, IL1B secr inh 12, ATXN2 expr inh 5% and MCF10A rereplic 10%.
For CSCCC(NC(=O)c1cccc(C)c1)C(=O)NNC(=O)c1cccs1 (stereo not drawn) the results were SW480 rereplic -3%, HT1080 IDH1KD tx -4%, KB-V1 cytotox 10%, KB-3-1 cytotox 0%, WRN inhibitor -3%, HT1080NT lethal 0%, IL1B secr inh 0 and MCF10A rereplic 2%.
For CCn1c(SC(C)C(=O)N2CCOCC2)nc2sc(C)c(C)c2c1=O (stereo not drawn) the results were SW480 rereplic -1%, HT1080 IDH1KD tx 5%, KB-V1 cytotox -26%, KB-3-1 cytotox -1%, WRN inhibitor -9%, HT1080NT lethal 0%, IL1B secr inh 3, ATXN2 expr inh -9% and MCF10A rereplic 5%.
Screening CCOc1ccc(/C=N/NC(=O)c2cc(-c3ccccc3)nc3ccccc23)cc1O returned SW480 rereplic 15%, HT1080 IDH1KD tx 0%, KB-V1 cytotox -29%, KB-3-1 cytotox -8%, WRN inhibitor -4%, HT1080NT lethal 3%, IL1B secr inh 29 and MCF10A rereplic 9%.
Screening Cn1c(=O)c2c(=O)cc(N)[nH]c2n(C)c1=O returned SW480 rereplic -5%, HT1080 IDH1KD tx 0%, KB-V1 cytotox -8%, KB-3-1 cytotox 20%, WRN inhibitor 6%, HT1080NT lethal 5%, IL1B secr inh 10 and MCF10A rereplic 0%.
`COc1ccc(CCNC(=O)CSc2cn(Cc3cccc(C)c3)c3ccccc23)cc1OC` gave SW480 rereplic 12%, HT1080 IDH1KD tx inconclusive, KB-V1 cytotox inconclusive, KB-3-1 cytotox inconclusive, WRN inhibitor -8%, HT1080NT lethal 0%, IL1B secr inh -10, ATXN2 expr inh inconclusive and MCF10A rereplic 2%.
For O=C(Nc1ccc(S(=O)(=O)Nc2ncccn2)cc1)c1cccc(Br)c1 the results were SW480 rereplic -5%, HT1080 IDH1KD tx 2%, KB-V1 cytotox 0%, KB-3-1 cytotox 13%, WRN inhibitor -3%, HT1080NT lethal 0%, IL1B secr inh 12, ATXN2 expr inh -2% and MCF10A rereplic 1%.
COC(=O)c1c(C)c2c(C)cc3ccccn3c-2c1C(=O)OC was read as SW480 rereplic 2%, HT1080 IDH1KD tx -11%, KB-V1 cytotox 1%, KB-3-1 cytotox -4%, WRN inhibitor -10%, HT1080NT lethal -3%, IL1B secr inh -5, ATXN2 expr inh -13% and MCF10A rereplic -1%.
For CN(Cc1ccccc1)C(=O)c1nc2ccccn2c1CNCCn1cccn1 the results were SW480 rereplic 2%, HT1080 IDH1KD tx 0%, KB-V1 cytotox 3%, KB-3-1 cytotox -9%, WRN inhibitor -7%, HT1080NT lethal 3%, IL1B secr inh -3, ATXN2 expr inh -4% and MCF10A rereplic 11%.
`COc1ccc(-c2nn3c(-c4ccccn4)nnc3s2)cc1OC` gave SW480 rereplic -15%, HT1080 IDH1KD tx -7%, KB-V1 cytotox inconclusive, KB-3-1 cytotox inconclusive, WRN inhibitor -4%, HT1080NT lethal -6%, IL1B secr inh -51*, ATXN2 expr inh -6% and MCF10A rereplic 0%.
For O=C(C1CCCN(Cc2nc(-c3ccc(Cl)cc3)no2)C1)N1CCOCC1 (stereo not drawn) the results were SW480 rereplic 19%, HT1080 IDH1KD tx -19%, KB-V1 cytotox -20%, KB-3-1 cytotox inconclusive, WRN inhibitor 0%, HT1080NT lethal inconclusive, IL1B secr inh -83*, ATXN2 expr inh 3%[11.3 µM] and MCF10A rereplic 3%.
Screening C=CCOc1ccc2oc(=O)cc(C)c2c1 returned SW480 rereplic -5%, HT1080 IDH1KD tx 18%, KB-V1 cytotox inconclusive, KB-3-1 cytotox -2%, WRN inhibitor 9%, HT1080NT lethal 8%, IL1B secr inh 55, ATXN2 expr inh 10% and MCF10A rereplic -84%[inhibitor].
For O=C(CC1CCCC1)Nc1cccc(Br)c1 the results were SW480 rereplic -16%, HT1080 IDH1KD tx -1%, KB-V1 cytotox inconclusive, KB-3-1 cytotox -1%, WRN inhibitor -7%, HT1080NT lethal -23%, IL1B secr inh -17, ATXN2 expr inh 33% and MCF10A rereplic -17%.
